High-throughput results (PubChem BioAssay)
SIRT5 inh: sirtuin-5 (human) deacylase inhibition. Q9NXA8. Purified SirT5, succinyl-peptide AMC, trypsin-coupled fluorescence. inhibition, % at 15 µM. hit rate 1.1% among 330,000. AID 652115; in the data active = inhibition above about 15%; inconclusive = no clear call, values can overlap the other calls
Target sequence (Q9NXA8 whole entry, looked up): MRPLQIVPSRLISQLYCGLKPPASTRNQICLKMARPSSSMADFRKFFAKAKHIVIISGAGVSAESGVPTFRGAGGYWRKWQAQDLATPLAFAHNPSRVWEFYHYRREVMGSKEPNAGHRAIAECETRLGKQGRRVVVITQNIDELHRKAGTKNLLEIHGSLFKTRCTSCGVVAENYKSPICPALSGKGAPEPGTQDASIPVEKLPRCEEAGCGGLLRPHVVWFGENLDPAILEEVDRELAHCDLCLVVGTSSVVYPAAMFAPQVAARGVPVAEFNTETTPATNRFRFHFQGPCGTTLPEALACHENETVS
PglD DTNB: blocks C. jejuni PglD acetyltransferase activity. purified PglD enzyme, DTNB colorimetric CoA detection. inhibition, % at 12.5 µM. hit rate 0.098% among 360,000. AID 602405; in the data active = inhibition above about 16%, passing the limit was not always enough; inconclusive = no clear call, values can overlap the other calls; note: strong numbers were not always called active
E-selectin induc: induces E-selectin expression in human endothelial cells; HUVEC E-selectin immunofluorescence imaging; normalized: neutral wells 0, TNF-alpha wells 100; P16581; hit rate 0.37% among 260,000; activation, % at 7.58 µM;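 active = mean E-selectin-positive cell signal at least 10% of the positive control, reached in at least 60% of replicates, without over 20% cell loss; inconclusive = no rule given, readout overlaps actives, possibly toxicity-flagged; inactive = the rest, including those meeting only one limit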;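 note: in these data hits start at about 27%; measured in HUVEC primary endothelial cells; signal is the percent of cells scored E-selectin positive by PE staining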
Target sequence (P16581 whole entry, looked up): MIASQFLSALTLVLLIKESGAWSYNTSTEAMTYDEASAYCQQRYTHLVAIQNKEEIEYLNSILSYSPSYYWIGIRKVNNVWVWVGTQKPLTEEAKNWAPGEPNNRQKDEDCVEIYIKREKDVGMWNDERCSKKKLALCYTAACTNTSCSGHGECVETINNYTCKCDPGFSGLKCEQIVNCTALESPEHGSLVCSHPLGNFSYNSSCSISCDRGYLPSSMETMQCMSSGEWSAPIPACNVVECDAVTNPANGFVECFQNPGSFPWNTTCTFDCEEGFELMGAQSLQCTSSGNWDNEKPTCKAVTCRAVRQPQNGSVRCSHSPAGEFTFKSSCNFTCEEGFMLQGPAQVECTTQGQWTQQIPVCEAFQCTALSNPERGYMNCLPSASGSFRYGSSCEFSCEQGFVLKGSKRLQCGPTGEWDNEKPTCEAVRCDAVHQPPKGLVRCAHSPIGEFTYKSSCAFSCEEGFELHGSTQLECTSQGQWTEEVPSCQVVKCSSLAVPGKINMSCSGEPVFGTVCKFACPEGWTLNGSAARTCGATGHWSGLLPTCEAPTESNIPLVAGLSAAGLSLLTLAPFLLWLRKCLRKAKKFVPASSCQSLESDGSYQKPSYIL
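Read-out: % PE-positive cells | Test system: HUVEC | Doses: One compound dose added by pin transfer | Buffer or medium: EGM-2 over gelatin coat | Signal: Immunofluorescence imaging | Benchmarks: TNF-alpha, DMSO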
C2C12 statin: suppressors of simvastatin-induced myotoxicity in C2C12 myotubes; ATP luminescence, 48 h; scaled: DMSO 0, geranylgeraniol control 100; AID 602340; rescue of ATP level, % at 7.49 µM; hit rate 0.78% among 330,000;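 active = mean ATP rescue above about 67%, or every replicate alone reaching that limit, limit read from the data, passing the limit was not always enough; inconclusive = no clear call, values can overlap the other calls; inactive = mean under the limit and some replicate under it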;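 note: myotubes were challenged with 10 µM simvastatin during compound exposure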
DENV2 CPE: inhibitors of DENV2 cytopathic effect; DENV2-infected cells, cytopathic effect rescue, plate reader; CPE inhibition, % at 9.99 µM; hit rate 1.7% among 350,000; AID 651640; in the data active = CPE inhibition above about 20%, passing the limit was not always enough; inconclusive = no clear call, values can overlap the other calls; tested in BHK-21 cells;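 note: 0% = median of neutral control wells and 100% = median of positive control wells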
S100A4 MyoIIA: blocks human S100A4 binding to myosin IIA peptide; inhibition, % at 10.7 µM; S100A4/TAMRA-MyoIIA peptide fluorescence polarization; hit rate 0.14% among 360,000; P26447; AID 652163;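 active = mean inhibition of at least 70% across replicates, with every replicate also reaching that level; inconclusive = mean inhibition reaches 70% but some replicates fall short; inactive = mean inhibition below 70%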
Target sequence (P26447 whole entry, looked up): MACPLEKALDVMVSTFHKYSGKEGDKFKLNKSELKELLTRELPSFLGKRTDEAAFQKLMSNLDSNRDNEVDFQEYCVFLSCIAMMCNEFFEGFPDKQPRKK
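Material: S100A4 monomer protein / Buffer or medium: 50 mM HEPES pH 7.2, 10 mM CaCl2, 100 mM KCl / Times: 5 min incubation before reading / Benchmarks: neutral control DMSO, positive control TFP / Reagent: labelled myosin peptide probe, 5 nM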
ERp5 block: blocks human ERp5 reductase activity on insulin. inhibition, % at 9.99 µM. Q15084. ERp5 insulin aggregation, absorbance 650 nm, 90 min. hit rate 0.05% among 350,000;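 active = mean replicate inhibition above about 25%, with every replicate also reaching it, limit read from the data, passing the limit was not always enough; inconclusive = only one of those two criteria met; inactive = neither criterion met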
The depositor's hits bear a star; ? = inconclusive; . = no result given; & = joins results of further samples. These rows are one share of the data (hit frequency here may not be typical).

SMILES	SIRT5 inh	PglD DTNB	E-selectin induc	C2C12 statin	DENV2 CPE	S100A4 MyoIIA	ERp5 block
Cc1ccc(C2C(C#N)=C(N)N(c3cccnc3)C3=C2C(=O)CCC3)c(C)c1 (stereo not drawn)	-5	.	.	.	0	-2	-11
N#CCC(=O)N/N=C/c1ccc(Cl)cc1	1	-3	6.4	.	8	1	-1
COCC(=O)Nc1ccc2c(c1)[C@@H]1C[C@H](CC(=O)N3CCOCC3)O[C@@H](CO)[C@@H]1O2	-1	2	0.4	-3	7	13	0
CCCCCCC(=O)Oc1cccc(N2C(=O)C3CCCCC3C2=O)c1 (stereo not drawn)	-2	.	.	.	9	5	-4
CCOC(=O)c1cc(C)n(-c2ccccc2)c1C	1	.	.	.	-3	3	-1
CCCNc1c(NS(=O)(=O)c2ccc(Br)cc2)c(=O)oc2ccccc12	10	1	.	14	?	6	.
CCOC(=O)C1=CCN(S(=O)(=O)c2ccc(C)cc2)C1c1cccc(Cl)c1 (stereo not drawn)	4	2	-0.8	-3	?	2	-1
CCCC(c1nnnn1Cc1ccco1)N1CCN(c2ccccc2)CC1 (stereo not drawn)	-4	.	.	.	-2	22	5
Cc1noc(C)c1NC(=O)Nc1ccc2c(c1)C(=O)N([C@@H](C)CO)C[C@@H](C)[C@H](CN(C)CC1CCCCC1)O2	2	8	2.4	6	1	2	0
COc1ccccc1CNC(=O)C1CCC(=O)N(CCCN2CCCC2=O)C1 (stereo not drawn)	1	1	-0.2	-2	-2	-2	1
COc1ccccc1NC(=O)CN1CCCCCC1	-4	2	.	-11	1	-4	-4
COc1ccc(CCC(=O)OCC(=O)N2CCN(S(=O)(=O)c3ccc(C)cc3C)CC2)cc1	3	6	.	1	-7	-1	17
COc1ccc(NC(=O)N(C)C[C@H]2Oc3cc(C#CCN(C)C)ccc3S(=O)(=O)N([C@H](C)CO)C[C@H]2C)cc1	-4	0	0.1	11	-3	-11	4
O=[N+]([O-])c1cccnc1Sc1ccc(Br)cc1	3	.	.	.	-2	1	4
CC(C)C(=O)Nc1nnc(SCC(=O)N2C(C)CCCC2C)s1 (stereo not drawn)	-5	5	1.2	12	-2	0	-4
Cn1cnnc1SCC(=O)Nc1cccc(S(=O)(=O)N2CCOCC2)c1	0	-2	-0.4	-7	-1	-2	8
Nc1nc(NCC2CCCO2)nc(Nc2ccc(Cl)cc2)c1[N+](=O)[O-] (stereo not drawn)	-7	2	0.1	.	13	-1	0
O=C(NC(Cc1c[nH]c2ccccc12)C(=O)O)/C(=C/c1ccc(F)cc1)NC(=O)c1ccccc1 (stereo not drawn)	1	-4	.	15	6	-3	-3
C[C@@H]1CN([C@@H](C)CO)C(=O)c2cccc(NC(=O)CCCCCC(=O)Nc3ccccc3N)c2O[C@@H]1CN(C)S(=O)(=O)c1ccc(F)cc1	1	.	1.1	.	14	6	-2
Cc1ccc(NC(=O)Nc2cccnc2)cc1	0	0	.	-5	1	5	3
Cc1cc(=O)n2c3c(c4c(cc13)c(CN(C)C)cc(=O)n4C)OC2	2	.	5.3	.	-9	-14	-9
OC(COc1cccc2ccccc12)CN1CCOCC1 (stereo not drawn)	.	-4	-0.4	4	-3	-3	2
CC(=O)NC1C(Oc2ccc3c(C)cc(=O)oc3c2)OC(COC(C)=O)C(OC(C)=O)C1OC(C)=O (stereo not drawn)	1	.	.	.	-6	3	3
CC(C)(C)NC(=S)N1CCC(C(=O)c2ccc(Cl)cc2)CC1	2	-2	.	1	21*	0	3
O=C(CN1CCCCC1)N1CCN(S(=O)(=O)c2ccccc2)C1	15	0	.	-7	1	-1	5
CC(CNC(=O)Cn1ccc(N)nc1=O)c1ccccc1 (stereo not drawn)	.	-2	-0.1	-8	1	-8	3
CCC(O)C1CCN(Cc2cn(-c3ccc(OC)cc3)nc2-c2cccc(F)c2)CC1 (stereo not drawn)	-1	.	.	.	4	-4	-10
CCN(CC)C(=O)c1[nH]cnc1C(=O)Nc1cccc(Cl)c1	.	-5	0.1	-1	9	12	1
CC(=O)N1CCN(S(=O)(=O)c2cccc(C(=O)Nc3ccc(F)c(F)c3)c2)CC1	-4	-9	0.0	10	-2	-5	-1
CC1Cc2ccccc2N1Cc1cc(=O)c(OCC(=O)NCCc2ccccc2)co1 (stereo not drawn)	-2	2	-0.3	8	-2	-27	7
C[C@H](CO)N1C[C@H](C)[C@H](CN(C)C(=O)Nc2ccc3c(c2)OCO3)Oc2cc(C3=CCCCC3)ccc2S1(=O)=O	14	0	-0.1	2	2	20	-1
O=C(C[C@@H]1CC[C@@H]2[C@H](COC[C@@H](O)CN2C(=O)c2cnccn2)O1)NCc1ccc(F)cc1	3	-2	-0.1	-8	0	6	1
COCC(=O)N1CC2(CN(Cc3ccccc3)C2)c2c(n(C)c3cc(OC)ccc23)[C@H]1CO	-4	.	0.0	.	-6	3	1
Cc1nnc(SCC(=O)Nc2ccc(S(N)(=O)=O)cc2)n(N)c1=O	-3	1	0.1	3	-4	-2	2
Cc1ccccc1-c1ccc(C2[C@@H]3CN(S(=O)(=O)c4ccccc4)C[C@H]2N3)cc1 (stereo partly drawn)	-3&4	.	0.0&0.0	.	-1&-4	8&15	-3&-2
C/C=C/c1ccc([C@H]2[C@H](CO)N3C(=O)CN(C(=O)NC4CCCCC4)C[C@@H]23)cc1	3	.	0.2	.	?	14	2
Cc1[nH]nc(N=CC2=C(O)CC(c3ccco3)CC2=O)c1-c1ccc(Cl)cc1 (stereo not drawn)	-2	4	.	-3	1	-7	-2
O=S(=O)(c1ccc(NC(=S)Nc2ccccc2)cc1)N1CCOCC1	-3	6	1.8	-7	1	-5	-2
CCOC(=O)COc1ccc([N+](=O)[O-])cc1	-4	.	-7.7	.	-8	-7	0
COc1ccccc1S(=O)(=O)N1CC[C@H]2[C@H](CO)Nc3ccc(-c4cccc(C#N)c4)cc3[C@H]21	.	1	0.8	-19	.	.	2
Cc1c(C(=O)Nc2ccc(F)cc2)sc2ncn(CC(=O)N3CCCCC3)c(=O)c12	1	-7	.	2	-1	0	3
CCOC(=O)Cc1csc(NC(=O)CSc2nccn2C)n1	-2	-7	-0.4	2	-5	-3	7
CN(c1ccccc1)S(=O)(=O)c1cccc(C(=O)NC2CCCCC2)c1	-2	-1	.	-1	-7	-3	8
C[C@H]1CN([C@@H](C)CO)C(=O)c2cc(C3=CCCCC3)cnc2O[C@@H]1CN(C)C(=O)c1ccccc1	-1	2	0.2	-1	-12	0	1
COc1cccc(/C=C/C(=O)c2ccc(C)c([N+](=O)[O-])c2)c1	-5	8	6.2	.	-5	3	5
C[C@@H]1CCCCO[C@@H](CN(C)S(=O)(=O)c2ccc(Cl)cc2)[C@@H](C)CN([C@H](C)CO)C(=O)c2cc(NC(=O)Nc3ccc(F)cc3)ccc2O1	2	-1	.	.	2	4	-7
O=C(Nc1cccnc1)c1cc([N+](=O)[O-])ccc1Cl	2	.	6.9	-5	-2	-8	-4
CCN1[C@@H]2Cn3c(ccc(-c4ccccc4)c3=O)[C@H]1[C@@H](C(=O)Nc1ccccc1)[C@@H]2CO	-11	2	1.4	10	7	-8	-2
CC(C)C(NS(=O)(=O)c1ccccc1F)C(=O)OCC(=O)NCc1ccco1 (stereo not drawn)	0	6	0.5	-3	7	-6	1
CCOC(=O)C(C)N1c2cccc3cccc(c23)S1(=O)=O (stereo not drawn)	-23	1	-3.4	1	8	-8	8

2 compounds picked at random from those above, as already listed:
SMILES	SIRT5 inh	PglD DTNB	E-selectin induc	C2C12 statin	DENV2 CPE	S100A4 MyoIIA	ERp5 block
CC(C)C(=O)Nc1nnc(SCC(=O)N2C(C)CCCC2C)s1 (stereo not drawn)	-5	5	1.2	12	-2	0	-4
CC(C)C(NS(=O)(=O)c1ccccc1F)C(=O)OCC(=O)NCc1ccco1 (stereo not drawn)	0	6	0.5	-3	7	-6	1

Later entries
SMILES	SIRT5 inh	PglD DTNB	E-selectin induc	C2C12 statin	DENV2 CPE	S100A4 MyoIIA	ERp5 block
C/C(=N/NS(=O)(=O)c1ccc(C)cc1C)c1c[nH]c2ccccc12	-5	-1	-0.2	23	0	-1	3
O=C(/C=C/c1ccccc1)C1=C(O)C(=O)N(CCO)C1c1ccc2c(c1)OCO2 (stereo not drawn)	.	-10	.	115*	-6	28	-4
CCCCP(=O)(CCCC)CCP(=O)(c1ccccc1)c1ccccc1	1	.	-0.4	.	-4	5	3
CCCN1CCN(C(=S)Nc2ccccc2C(F)(F)F)CC1	-1	0	1.2	12	-12	4	-3
C[C@@H]1CN([C@H](C)CO)C(=O)CCCn2nncc2CO[C@H]1CN(C)C(=O)C1CCCCC1	1&0	6&-4	-0.1	-4&8	?	0&1	-10&-1
C[C@H](CO)N1C[C@H](C)[C@@H](CN(C)C)Oc2cc(C#CC3CC3)ccc2S1(=O)=O	-2	3	0.4	17	-11	-7	1
O=C(CN1CCOCC1)N/N=C/c1ccco1	-3	.	.	.	-4	-3	-7
Cc1ccc(OCC(=O)Nc2sc3c(c2C#N)CC(C)(C)NC3(C)C)cc1	-6	.	2.0	.	0	4	3
CCOc1c(OC(C)=O)ccc(/C=C/c2ccc3cccc(OC(C)=O)c3n2)c1[N+](=O)[O-]	-1	-2	.	-69	0	3	2
C/C(CC(=O)NCc1ccco1)=N\NC(=O)c1ccc(Cl)cc1Cl	-2	-2	.	18	-1	-5	2
COc1ccc(C(C(=O)NC2CCCC2)N(Cc2cccnc2)C(=O)Cc2cccs2)c(OC)c1 (stereo not drawn)	0	0	0.3	9	14	17	3
Cc1cccc(C(=O)NCC(=O)N2CC(=O)Nc3ccccc32)c1	-1	.	1.5	.	0	7	-7
CCCn1nnc(NC(=O)c2cccnc2Cl)n1	-5	0	.	.	.	4	-7
COc1ccc(-c2noc(CN(C)C(=O)c3ccoc3C)n2)cc1	-1	-1	.	8	6	-5	-4
Cn1nnnc1SCC1=C(C(=O)O)N2C(=O)C(NC(=O)Cn3nc(C(F)F)cc3C3CC3)C2SC1 (stereo not drawn)	-5	.	.	.	9	3	5
OCCNCc1ccc(OCc2ccc(Cl)cc2Cl)cc1	6	.	.	-18	.	-1	-3
C[C@@H]1CN([C@H](C)CO)C(=O)c2cc(N(C)C)ccc2O[C@@H](C)CCCCO[C@H]1CN(C)C(=O)CCC(F)(F)F	-3	-1	0.0	13	-13	-19	-2
Cn1cnc2c(oc3ccccc32)c1=O	-2	-1	0.8	9	-1	3	-3
CCOC(=O)C1CCCN(Cc2cc(=O)oc3cc(C)c(C(C)C)cc23)C1 (stereo not drawn)	-4	.	-0.2	.	0	4	-1
O=C(Nc1ccccc1)c1cc(C2CCCCN2S(=O)(=O)c2ccccc2)on1 (stereo not drawn)	.	2	0.0	11	17	4	1
CN1CCN(C(=O)C[C@H]2C[C@H]3c4cc(NS(C)(=O)=O)ccc4O[C@H]3[C@@H](CO)O2)CC1	4	1	0.2	0	-2	-9	1
Cc1ccccc1C(=O)NCCn1cc(SCC(=O)NCC2CCCO2)c2ccccc21 (stereo not drawn)	-2	-5	0.2	-2	-7	4	-1
C[C@H](CO)N1C[C@H](C)[C@H](CN(C)S(=O)(=O)c2ccc(Cl)cc2)OCCCC[C@H](C)Oc2ccc(NC(=O)Nc3ccc(C(F)(F)F)cc3)cc2C1=O	.	1	0.2	.	5	.	.
Cn1c(CCC(=O)O)nc2cc(S(=O)(=O)N3CCCCC3)ccc21	1	-1	.	-8	-2	2	-6
